AGP1-GFP MLPCN = alters AGP1-GFP fluorescence in TOR pathway yeast screen; S. cerevisiae AGP1-GFP multiplex flow cytometry, 3 h; GFP as percent of DMSO wells; GFP response vs DMSO, % at 10 µM; hit rate 0.02% among 320,000;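 active means GFP response relative to DMSO above a set limit, near screen average plus 3 SD, cut at about 150% in these data; inconclusive means fewer than 70 cells counted for the yeast strain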;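 further: median GFP channel fluorescence of the gated AGP1 strain per well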
GRK2 aptamer HTS = inhibitors of human GRK2 displacing RNA aptamer | hit rate 0.59% among 330,000 | bead flow cytometry, FAM-aptamer displacement from GRK2 | AID 488847 | P25098 | inhibition of aptamer binding, % at 10 µM;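 active means inhibition of aptamer binding above 40%, roughly 3 SD of noise, on plates passing a quality check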;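 further: median bead fluorescence of bound FAM aptamer so fluorescent compounds give negative values; no value below 0 was filed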
GLD-1 RNA inh = GLD-1-TGE RNA interaction inhibition (C. elegans); purified GLD-1 + fluorescein TGE RNA, fluorescence polarization; hit rate 0.44% among 320,000; inhibition, % at 5.96 µM;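 active means percent inhibition above a per-plate cutoff, the plate mean of test compounds plus 3 SD, cut at about 30% in these data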;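 further: 0% = DMSO wells with GLD-1 and probe and 100% = wells lacking GLD-1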
BCLXL inh = blocks human Bcl-xL binding to Bim BH3 peptide. hit rate 0.7% among 320,000. inhibition, % at 10.9 µM. GST-Bcl-xL / FITC-Bim BH3 peptide fluorescence polarization. AID 2129;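 active means inhibition above the mean of all tested compounds plus 3 SD, cutoff set per campaign, cut at about 30% in these data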;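 further: 0% = DMSO wells and 100% = unlabeled Bim-BH3 peptide competitor; inhibitors lower millipolarization by displacing the labeled peptide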
Target sequence (Q07817 whole entry, looked up): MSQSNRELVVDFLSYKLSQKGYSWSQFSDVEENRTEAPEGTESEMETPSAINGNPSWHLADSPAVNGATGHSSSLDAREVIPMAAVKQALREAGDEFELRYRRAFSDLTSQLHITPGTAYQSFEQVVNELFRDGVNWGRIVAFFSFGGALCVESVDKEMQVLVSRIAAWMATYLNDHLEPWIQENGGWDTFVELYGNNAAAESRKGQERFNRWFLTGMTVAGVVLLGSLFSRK
Fam108B counter = counter-screen for RBBP9 inhibitors: inhibitors of mouse Fam108B; hit rate 0.33% among 300,000; inhibition, % at 9.51 µM; recombinant Fam108B, FP-Rh probe fluorescence polarization;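 active means inhibition above the screen mean inhibition plus 3 SD, computed separately per campaign, cut at about 18% in these data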;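 further: inhibitors lower polarization as less probe binds the enzyme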
MEX-5 binding = C. elegans MEX-5 TCR-2 RNA binding activity | hit rate 0.38% among 300,000 | MEX-5/FITC-TCR2 RNA binding, fluorescence polarization; stronger effect = lower value | activity score (negative = inhibition of binding), % at 10 µM | AID 1832;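 active means inhibition past about -25% in most replicates, and total fluorescence under double the plate's negative control median, limit read from the data; inconclusive means replicates evenly split on the limit, or fluorescence at least double controls; inactive means too little inhibition in most replicates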;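 further: 0% = DMSO and -100% = 5 µM competing unlabeled TCR2 RNA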
MCL1 BIM primary = MCL1-BIM-BH3 interaction inhibition (human); Q07820; GST-MCL1 / FITC-Bim-BH3 fluorescence polarization; inhibition, % at 10.9 µM; hit rate 0.68% among 320,000;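 active means inhibition above the mean inhibition of all tested compounds plus 3 SD, set per campaign, cut at about 40% in these data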;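 further: 0% = DMSO wells and 100% = unlabeled Bim-BH3 peptide control; higher means more loss of mP so more displacement of Bim peptide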
Target sequence (Q07820 whole entry, looked up): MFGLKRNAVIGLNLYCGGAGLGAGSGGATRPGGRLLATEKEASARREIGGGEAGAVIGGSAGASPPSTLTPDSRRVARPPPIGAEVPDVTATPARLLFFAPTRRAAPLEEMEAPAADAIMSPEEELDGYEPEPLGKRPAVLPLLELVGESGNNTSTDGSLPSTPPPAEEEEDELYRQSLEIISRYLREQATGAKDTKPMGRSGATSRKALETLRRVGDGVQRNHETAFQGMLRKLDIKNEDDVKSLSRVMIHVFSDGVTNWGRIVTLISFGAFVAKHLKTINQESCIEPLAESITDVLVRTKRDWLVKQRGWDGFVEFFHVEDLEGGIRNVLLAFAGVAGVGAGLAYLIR
CIT2-GFP yeast = modulators of TOR pathway CIT2-GFP in S. cerevisiae; S. cerevisiae CIT2-GFP strain, flow cytometry, 3 h; 100 means same as DMSO wells; AID 2029; hit rate 0.065% among 320,000; GFP response vs DMSO, % at 10 µM;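 active means GFP response relative to DMSO above a set limit, near the screen mean plus 3 SD, cut at about 150% in these data; inconclusive means Fewer than 70 cells measured for a yeast strain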;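 further: ratio of well median GFP fluorescence to mean of DMSO wells on the plate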
VLA-4 inh = inhibition in a human VLA-4 binding assay; P13612; VLA-4 expressing cells, ligand binding flow cytometry; inhibition, % (about 7 µM as worked out from the volumes in the protocol); hit rate 0.2% among 330,000; AID 2557; in the data active means inhibition above about 50%
Starred values were filed as active, the others as inactive; ? = inconclusive; . = not tested or not shown; [ ] = another dose, or the depositor's remark.

Values in the order – AGP1-GFP MLPCN	CIT2-GFP yeast	GLD-1 RNA inh	BCLXL inh	GRK2 aptamer HTS	MCL1 BIM primary	Fam108B counter	VLA-4 inh	MEX-5 binding
CCn1c(CCC(N)=O)nnc1SCC(=O)Nc1cccc(S(=O)(=O)N2CCCC2)c1
→ 99	98	2	1	2	-6	.	-5	.
CC(C)(C)c1csc(NC(=O)CSc2nc3ccccc3c(=O)[nH]2)n1
→ 101	.	0	7	0	5	-2	-4	-0.1
Cc1ccc(N/C(CSC(N)=O)=N/S(=O)(=O)c2ccccc2)cc1
→ .	103	2	0	1	7	-2	-6	-1.5
CC(C)(C)c1cc(-c2n[nH]c(=S)n2-c2ccccc2F)n[nH]1
→ 104	90	11	-20	0	-16	1	-2	1.5
CCc1nn2c(NCCCO)cc(C)nc2c1-c1ccc(F)cc1
→ 13	111	4	5	0	13	6	4	0.0
COCON1C(=O)CN(C(C)=O)C1c1ccc(Cl)cc1Cl (centres undefined)
→ 99	93	-1	-3	0	-2	0	-6	0.6
Cc1nn(C(C)C(=O)NC2CCCCC2)c(=O)c2nn(-c3ccccc3)c(C)c12 (centres undefined)
→ 86	90	-1	-1	2	-4	-2	0	.
COCCCNC(=O)Cn1cnc2c(OCc3ccccc3)ncnc21
→ 89	90	2	.	4	.	.	24	.
COc1ccccc1N1CCN(c2ncnc3sc(C(=O)NCC4CCCO4)c(C)c23)CC1 (centres undefined)
→ 110	115	5	7	0	6	1	0	0.8
COC(=O)c1ccccc1NC(=O)c1nc(S(=O)(=O)Cc2ccccc2)ncc1Cl
→ 99	101	-4	1	0	12	3	39	-0.2
COc1cccc(NC(=O)Cn2cc3c(n2)CCCCC3)c1
→ 94	93	2	-5	1	-3	0	26	1.3
Cc1ccccc1OCCC(=O)OCC(=O)NC1CCCC1
→ 100	81	6	0	2	0	-2	5	1.6
Cc1nn2c(-c3ccccc3)c(-c3ccccc3)nc2[nH]c1=O
→ .	93	2	9	0	15	2	2	-6.2
CN(C)CCSc1nnc2[nH]c3ccccc3c2n1
→ 96	100	5	3	3	5	-1	7	-5.4
CC(=O)c1ccc(N2CCN(C(=O)C3CCN(S(=O)(=O)c4ccc(F)cc4)CC3)CC2)cc1
→ 108	103	-1	4	0	4	.	-5	.
CCn1c(=O)cc(N2CCN(Cc3ccccc3)CC2)[nH]c1=O
→ 95	86	2	1	1	1	-2	7	-1.5
CCc1cc(C(=O)N2CCN(c3ccccc3OC)CC2)sc1C
→ 89	75	-2	8	1	6	5	2	0.9
Cc1cccc(CCNS(=O)(=O)c2ccc(S(=O)(=O)N3CCC(C)CC3)cc2)c1
→ 100	97	-3	2	0	5	1	7	-1.6
CC(C)Cn1cnc2c1c(=O)n(CC(=O)Nc1ccc3c(c1)OCO3)c(=O)n2Cc1ccccc1
→ 96	92	-1	-5	1	-12	-3	9	-2.7
COc1ccc(CNCCC(c2ccc(F)cc2)c2ccc(OC(C)C)cc2)cc1OC (centres undefined)
→ 102	91	-4	7	0	3	2	27	2.3
O=C(NC12CC3CC(CC(C3)C1)C2)OCCNC1CCCCC1
→ 99	93	-2	6	2	9	-2	0	0.1
Cc1cc(C)n(C(=O)CNC(=O)/C=C/c2ccccc2)n1
→ 97	98	5	2	2	1	-1	18	2.3
CC(C)(C)[C@@H]1COC(=O)[C@H](Cc2ccc(F)cc2)CC/C=C\C[C@@H](CC(=O)NCCO)C(=O)N1
→ 101	95	-1	.	0	.	.	29	.
Cc1cc(Cl)ccc1C(=O)C1CCCN(C(=O)c2ccc3ncccc3c2)C1 (centres undefined)
→ 97	105	0	4	3	-8	-2	4	0.5
CCN(C(=O)CSc1nnc(-c2ccccc2)n1C)C1CCS(=O)(=O)C1 (centres undefined)
→ 110	104	2	-1	8	-2	0	-7	1.6
COc1ccc(CNC(=O)C2CCN(S(=O)(=O)c3ccc(Br)s3)CC2)cc1
→ 91	93	2	3	0	-3	1	2	0.4
O=C(O)c1ccc(/C=N/n2c(C3CCCCC3)n[nH]c2=S)cc1
→ 105	95	0	-11	0	-17	-2	10	-1.9
COCC(C)NC(=O)C1CCN(S(=O)(=O)c2ccc3ccccc3c2)CC1 (centres undefined)
→ 108	92	-1	2	0	1	-2	1	-1.0
COc1ccc(NC(=O)CN2CCCN(S(=O)(=O)c3ccc(F)cc3)CC2)c(OC)c1
→ 104	101	-2	2	0	5	5	7	-1.3
COC(=O)c1ccccc1NC(=O)N1CCN(S(C)(=O)=O)CC1
→ 96	99	-10	2	1	0	-1	-2	2.1
COc1cc(OC)c2c(=O)cc(-c3ccccc3)oc2c1
→ 88	97	4	0	0	-3	1	8	1.6
Cc1ccc(S(=O)(=O)NCC(=O)NC2CCCCCC2)cc1
→ 102	96	14	1	0	1	-1	11	-3.8
CCCN1CCC(NC(=O)C2CCCCC2C(=O)O)CC1 (centres undefined)
→ 106	103	0	-4	0	-8	-3	-2	-0.9
CC(=O)Nc1ccc(S(=O)(=O)NCCCN2CCOCC2)cc1
→ 105	111	5	6	0	0	-4	9	-3.0
Cc1ccc(NC(=O)CN2CCc3ccccc3C2)cc1C
→ 96	102	3	3	0	5	-2	17	-0.1
N#Cc1c(N)nc2c(c1-c1ccc(Br)s1)CCCC2
→ 94	93	4	7	0	13	-8	3	-2.9
COc1cccc(CN(C)C(=O)C2CCC(=O)N(Cc3cccc(F)c3)C2)c1 (centres undefined)
→ 94	94	1	-3	5	3	-4	-13	-1.6
CCOc1cc(CNCc2ccc3c(c2)OCO3)ccc1OC
→ 104	105	.	.	0	.	.	4	0.3
Fc1ccc(CN2CCCCCCC2)cc1F
→ 106	102	0	1	15	3	-2	8	-3.9
O=[N+]([O-])c1cccc(S(=O)(=O)NCC2CC3CCC2C3)c1 (centres undefined)
→ 91	99	13	6	2	10	-2	-5	-1.0
CC(=O)c1ccc(OC(=O)C2CSC3(C)CCC(=O)N23)cc1 (centres undefined)
→ 91	94	11	3	6	-3	.	0	.
O=C(N/N=C/c1cc([N+](=O)[O-])ccc1O)NC12CC3CC(CC(C3)C1)C2
→ 97	92	6	2	1	2	8	17	0.5
COC(=O)CCCC1=CC2=C(c3ccccc3)C(=O)C(C)(OC(=O)C3CCCC3)C(=O)C2=CN1C1CC1 (centres undefined)
→ 81	68	14	20	0	17	1	-8	-11
COc1ccc(CN2C(=O)c3cccnc3C2=O)cc1S(=O)(=O)NCc1ccco1
→ 100	98	0	-5	2	0	-2	6	1.3
CCn1cc(/C=C(/C#N)S(=O)(=O)c2ccccc2)cn1
→ 85	85	3	2	2	3	-2	5	0.1
CC1(c2ccccc2Cl)NC(=O)N(CC(=O)Nc2ccc(N3CCOCC3)cc2)C1=O (centres undefined)
→ 98	90	0	.	0	.	.	14	.
O=C(COC(=O)c1ccc(O)cc1)Nc1ccc2c(c1)OCCO2
→ 98	108	0	.	0	.	.	-12	.
CC(NC(=O)c1ccc(S(=O)(=O)Nc2ccccc2)cc1)c1ccc(S(N)(=O)=O)cc1 (centres undefined)
→ 101	95	-1	5	4	-1	.	12	.
COc1ccc(S(=O)(=O)NC2CC3CCC2C3)cc1Br (centres undefined)
→ 100	98	0	3	2	11	5	11	2.6
O=C(O)c1ccc(N=Cc2c(O)ccc3ccccc23)cc1
→ 93	92	-3	0	1	6	4	14	-1.4
COc1cc(NS(=O)(=O)c2ccc(NC(=S)NC(=O)/C=C/c3ccc(OC)c(OC)c3)cc2)ncn1
→ 109	107	4	-1	0	-6	-3	-11	-1.1
COc1ccccc1/C=C1\SC(=O)N(CCC(=O)N2CCCCC2CCO)C1=O (centres undefined)
→ 97	97	-2	5	1	4	0	24	-1.1
Cc1cccc(OCC(O)CN2CCc3ccccc3C2)c1 (centres undefined)
→ 101	110	-3	2	0	5	5	8	-0.2
CCCc1cc(C(=O)N/N=C/c2cccn2C)cs1
→ 98	93	4	10	0	10	-1	-1	3.0
Cc1ccc(C(=O)CN(CCC(=O)O)C(=O)c2ccncc2)cc1
→ 109	103	-3	4	0	6	-4	0	.
Cc1ccc2c(c1)C(=O)CC1(CCC(C(C)(C)C)CC1)O2 (centres undefined)
→ 103	97	0	4	0	3	4	39	0.8
O=P(Cc1ccccc1O)(c1ccccc1)c1ccccc1
→ ?	?	-4	0	0	-10	-2	0	-0.4
Cc1cc(C(C)(C)C)oc1C(=O)O
→ 97	87	4	0	0	-3	1	11	-1.4
Cc1ccc(NC(=O)CN(C)S(=O)(=O)c2cccs2)cc1C
→ 103	98	2	3	0	-1	-2	-2	-1.6
O=C(COC(=O)c1cccs1)NCc1ccccc1
→ 98	102	-4	8	1	4	2	-1	0.3

More compounds follow.
Values in the order – AGP1-GFP MLPCN	CIT2-GFP yeast	GLD-1 RNA inh	BCLXL inh	GRK2 aptamer HTS	MCL1 BIM primary	Fam108B counter	VLA-4 inh	MEX-5 binding
COc1ccc(Cl)cc1NC(=O)CN(C1CCCCC1)S(C)(=O)=O
→ 99	93	4	4	0	1	-3	15	0.2
C=C(C)CSc1nc2sc3c(c2c(=O)n1-c1ccc(OC)cc1)CCN(C)C3
→ 93	97	.	.	0	.	.	-4	0.1
O=C1CC(C(=O)O)S/C(=N\N=C\c2ccc(Br)cc2)N1 (centres undefined)
→ 103	101	1	-5	2	-5	-2	-16	-0.3
CC(C)(C)c1cc(NC(=O)c2cccs2)no1
→ 94[may fluoresce green]	88[may fluoresce green]	5	5	6	15	-2	-8	-0.5
CSCC[C@H](NC(=O)OC(C)(C)C)C(=O)N/N=C/c1c(C)[nH]c(=O)[nH]c1=O
→ 99	100	0	6	1	5	1	3	0.5

Assay outcomes deposited in PubChem by several laboratories.
